SENP8 inh – human SENP8 protease inhibitors, primary screen, biochemical, fluorescence, Nedd8 protein substrate, uHTS; inhibition, % at 20 µM; Sentrin-specific protease 8 (Homo sapiens), Q96LD8; 360,000 compounds, 0.64% hits; recombinant SENP8; AID 602440, 2012; in the data active = inhibition mostly above about 40%, no sharp cut-off; inactive = mostly below about 27%
Target sequence (Q96LD8 whole entry, looked up): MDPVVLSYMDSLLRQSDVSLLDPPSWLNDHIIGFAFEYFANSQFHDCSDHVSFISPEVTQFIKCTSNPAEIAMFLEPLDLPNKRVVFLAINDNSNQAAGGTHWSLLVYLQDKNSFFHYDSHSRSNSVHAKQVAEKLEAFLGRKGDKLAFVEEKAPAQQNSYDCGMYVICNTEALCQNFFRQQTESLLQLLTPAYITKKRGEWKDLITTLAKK
SENP1 inh – human SENP1 catalytic domain inhibitors, primary screen, biochemical, FRET, uHTS | Sentrin-specific protease 1 (Homo sapiens), Q9P0U3 | recombinant SENP1 catalytic domain, CyPet-SUMO1-YPet FRET cleavage | inhibition, % at 10 µM | 360,000 compounds, 0.21% hits | AID 624204, 2012;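 active = inhibition at least 30% at 10 µM, raw YFP signal under a set limit, fluorescence ratio 0.5 to 1.5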;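 also: 0% = enzyme with DMSO and 100% = no enzyme wells; some results filed as inactive read as strong as hits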
Target sequence (Q9P0U3 419-644 limits assumed): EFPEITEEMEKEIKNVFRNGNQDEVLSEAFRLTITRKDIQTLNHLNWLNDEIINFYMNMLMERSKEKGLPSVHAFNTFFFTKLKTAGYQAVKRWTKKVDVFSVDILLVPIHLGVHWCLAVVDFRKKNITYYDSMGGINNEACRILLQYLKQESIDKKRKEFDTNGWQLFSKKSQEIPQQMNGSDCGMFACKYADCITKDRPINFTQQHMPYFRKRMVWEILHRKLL
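Controls: no-enzyme wells low, DMSO-plus-enzyme wells high control. Test system: human recombinant His6-tagged SENP1 catalytic domain enzyme. Reagent: SFCypet-SUMO1-SFYpet FRET protein substrate, 25 nM final. Doses: one dose per compound, 10 µM, 0.5% DMSO. Detection: FRET, CFP and YFP emission. Timing: 50 min reaction at room temperature.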
NR3A LBD binder – binders of NR3A ligand-binding domain, primary screen, biophysical, differential scanning fluorimetry, uHTS. Glutamate receptor ionotropic, NMDA 3A (GRIN3A) ligand-binding domain. NR3A LBD differential scanning fluorimetry, Tm shift; 0% = protein alone, 100% = glycine-bound protein. Tm shift relative to glycine control, % at 25 µM. 340,000 compounds, 2.5% hits. AID 1259313, 2017;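 active = melting temperature shift of at least 10% of the positive control shift, at one fixed dose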
MPTP inh – mitochondrial permeability transition pore inhibitors, primary screen, biochemical, isolated mouse mitochondria, absorbance; Ca2+ swelling absorbance, 30 min; inhibition, % at 10 µM; 360,000 compounds, 1.4% hits; AID 602449, 2012;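 active = inhibition of 50% or more, scaled per plate between neutral and stimulator controls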;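 also: 0% = DMSO wells given calcium and 100% = 1 mM EGTA wells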
hIAP activ – human IAP activators, primary screen, biochemical, luminescence, uHTS; purified human IAP, CDP-Star luminescence, 30 min; stronger effect = higher value; 1 = vehicle-only enzyme, 0 = enzyme-free background; 330,000 compounds, 0.16% hits; Intestinal-type alkaline phosphatase (Homo sapiens), P09923; activation factor at 10 µM;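 active = activation factor of the enzyme at least 2-fold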; also: the source names both 10 and 20 µM as test concentration; values of inactives mirror those of a sister screen read the other way
Target sequence (P09923 whole entry, looked up): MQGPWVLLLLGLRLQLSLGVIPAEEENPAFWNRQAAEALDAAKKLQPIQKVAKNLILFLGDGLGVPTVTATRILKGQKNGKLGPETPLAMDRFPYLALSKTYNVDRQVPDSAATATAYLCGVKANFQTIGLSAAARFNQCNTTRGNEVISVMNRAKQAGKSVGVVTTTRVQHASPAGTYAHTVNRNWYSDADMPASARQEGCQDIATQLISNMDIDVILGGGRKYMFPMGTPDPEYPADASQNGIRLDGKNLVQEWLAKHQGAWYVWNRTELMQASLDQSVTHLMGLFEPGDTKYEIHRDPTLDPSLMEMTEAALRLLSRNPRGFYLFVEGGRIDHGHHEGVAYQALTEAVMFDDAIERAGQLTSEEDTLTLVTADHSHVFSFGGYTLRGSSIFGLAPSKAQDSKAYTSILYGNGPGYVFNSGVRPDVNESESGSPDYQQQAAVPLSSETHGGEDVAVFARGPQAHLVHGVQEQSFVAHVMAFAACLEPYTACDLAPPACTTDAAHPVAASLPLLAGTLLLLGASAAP
ATG4B inh – ATG4B protease inhibitors, primary screen, biochemical, fluorescence, uHTS; Cysteine protease ATG4B (Homo sapiens), Q9Y4P1; ATG4B cleavage of LC3-PLA2, NBD-HPC fluorescence, 1 h; inhibition, % at 8.33 µM; 340,000 compounds, 0.51% hits; in the data active = inhibition above about 40%
SENP6 block – SENP6 protease inhibitors, primary screen, biochemical, luminescence, uHTS; inhibition, % at 10 µM; Recombinant SENP6 catalytic domain, aminoluciferin luminescence; Sentrin-specific protease 6 (Homo sapiens), Q9GZR1; AID 2599, 2010; 330,000 compounds, 1.8% hits;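 active = inhibition above about 50% at the single tested dose, limit read from the data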;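 also: plate controls were DMSO wells with enzyme for no effect and DMSO wells lacking enzyme for full effect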
PfGluPho inh – PfG6PD enzyme inhibitors, primary screen, biochemical, fluorescence intensity, uHTS | inhibition, % at 20 µM | glucose-6-phosphate dehydrogenase-6-phosphogluconolactonase (Plasmodium falciparum 3D7) | 350,000 compounds, 0.78% hits | AID 504690, 2011 | PfGluPho enzyme, NADPH resazurin-diaphorase fluorescence;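 active = inhibition reaching at least a set limit at 20 µM in the primary screen, cut at about 59% in these data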;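 also: 0% = DMSO wells with substrate and 100% = DMSO wells lacking glucose-6-phosphate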
Starred values were filed as active, the others as inactive; i = inactive; / = no result given. Rows are unselected. About 6.7% of those tested had a hit in this group.

SMILES	SENP8 inh	SENP1 inh	NR3A LBD binder	MPTP inh	hIAP activ	ATG4B inh	SENP6 block	PfGluPho inh
CCN(CC)CCNC(=O)c1cc2c(=O)n(C)c3ccccc3c2s1	-279	-2	-5	0.0	0.87	6	-8	2
N#Cc1c2n(c(=S)n(-c3ccccc3)c1=O)CCCCC2	0	-2	1	0.6	1.1	0	-8	-5
CSCC(C)N1CCC(CCC(=O)NC2CC2)CC1 (stereo not given)	14	-8	2	-2.9	1	-1	-6	5
O=C(NCc1ccccc1)Nc1cccn(Cc2c(F)cccc2Cl)c1=O	-40	-1	4	-0.7	1.1	12	-20	-9
O=C(CCC1CCCCC1)NCc1ccc(F)cc1	11	3	-7	-0.6	1	4	11	-13
COc1ccc(C(=O)NCC(C)C)c(OC)c1	16	0	3	-0.3	0.91	-7	2	-8
Cc1cc(C)c2c(n1)nn1c(N3CCN(c4ccccc4C)CC3)cc(C)nc21	-380	-104	7	2.8	0.95	-8	-8	2
C[C@H](NC(=O)N1CCn2c1nc1ccccc12)C(=O)NC1CC1	7	0	1	2.0	0.79	-13	-15	12
COC(=O)c1ccc2nc(Nc3nc4ccc(F)cc4s3)sc2c1	-443	-31	12*	89*	/	-4	/	7
COc1ccc(CN2C(=O)C(CC(=O)NCCCCc3ccccc3)CC(C(=O)N(C(C)C)C(C)C)=C2C)cc1 (stereo not given)	4	2	/	-0.8	/	/	/	0
COc1ccccc1C(=O)N1N=C(c2ccc(NS(C)(=O)=O)cc2)CC1c1cccs1 (stereo not given)	-2	-2	-4	-0.8	0.94	2	-5	-29
NC(=O)COC(=O)c1c2c(nc3ccccc13)CCCCC2	1	2	-1	0.1	0.92	1	-5	-12
OCCNCc1ccc(OC2CCCC2)cc1	21	0	0	1.1	0.83	-5	0	-4
CC(C)Oc1ccc(CC(=O)NNC(=S)Nc2ccccc2)cc1	13	1	-1	5.4	1.6	-5	-3	-3
Cc1nc(Nc2ccccc2Br)c2nnn(Cc3ccccc3)c2n1	-11	-17	2	0.2	1.1	3	-5	9
Cc1c(-c2ncn[nH]2)sc(C#N)c1-c1ccccc1	-19	1	-9	-0.2	0.91	-10	-10	-20
c1ccc(OCCCCN2CCOCC2)cc1	9	0	2	0.0	0.91	1	-2	-22
COC(=O)c1ccccc1Oc1cnc2ccccc2n1	8	-3	1	-1.0	0.86	3	6	38
COc1ccc2cc(C(C)C(=O)Nc3cccc(S(=O)(=O)N(C)C)c3)ccc2c1 (stereo not given)	-2	4	3	1.1	1.1	-6	10	24
COc1cc(COc2ccc(S(=O)(=O)N3CCOCC3)cc2[N+](=O)[O-])ccc1OC(F)F	7	0	-1	0.8	/	-10	/	3
COc1ccc(S(=O)(=O)N2CCOC23CCN(C(=O)c2c(F)cccc2Cl)CC3)cc1	9	-3	3	0.1	1.1	0	-14	-7
Cc1cc(C)n2ncc(C(=O)NCc3ccc(Cl)cc3)c2n1	i	0	-1	-2.6	1.2	3	2	-17
C=C(C)COc1ccc(-c2nc(N)ncc2-c2ccc(Cl)cc2)c(O)c1	-8	-5	20*	0.6	1.1	4	-24	19
COc1ccccc1CN1C(=NC(=O)CCC2CCCC2)SC2CS(=O)(=O)CC21 (stereo not given)	4	2	1	-1.4	1.3	-14	-5	5
O=C(CC(NCCN1CCOCC1)C(=O)O)Nc1cccc(Cl)c1 (stereo not given)	20	-3	-1	-0.2	0.9	-2	6	2
CCOC(=O)c1sc2nc(CSc3ccccc3)[nH]c(=O)c2c1C	-65	-8	-1	0.4	1	-6	-16	10
CCOc1ccccc1N(CC(=O)Nc1ccc(S(=O)(=O)N2CCCC2)cc1)S(C)(=O)=O	10	3	0	-0.2	1.2	-7	-3	8
Cc1c(NC(=O)c2cccc(NC(=O)COc3cccc(Br)c3)c2)c(=O)n(-c2ccccc2)n1C	6	1	1	-1.9	1	3	-17	-7
C[C@]12c3[nH]c4ccc(Cl)cc4c3CCN1C(=O)[C@@H](CC(=O)NCCc1ccccn1)C[C@@H]2C(=O)N1CCCCC1	-3	-6	2	4.0	/	-9	/	4
O=C(Nc1ccccc1F)c1c[nH]c(=O)[nH]c1=O	28	0	-1	-0.9	0.96	-9	51*	-1
COc1cccc(C(=O)OCC(=O)Nc2cc(C)on2)c1OC	13	6	-1	-1.8	0.92	2	-15	-13
O=S(=O)(c1cccc2nsnc12)N1CCCCC1	7	-1	2	-0.9	0.92	2	-2	-8
COc1ccc(NC2(c3ccccc3)OC(=O)c3ccccc32)cc1 (stereo not given)	-15	-1	1	-3.5	0.92	1	7	-2
Cc1sc(NC(=O)CSc2nc(N)cc(N)n2)c(C#N)c1C	-6	-6	0	4.0	0.95	3	-12	3
COc1cc(Br)cc(/C=N/c2ncn[nH]2)c1O	-11	10	0	-2.1	0.77	18	-17	-12
COC(=O)c1ccccc1NC(=O)Cn1nnc(-c2ccc3c(c2)OCO3)n1	-4	2	2	0.7	1	6	-7	4
CC(Sc1nnc(-c2ccncc2)n1C)C(=O)NCC(=O)Nc1ccc(F)c(F)c1F (stereo not given)	12	1	/	-2.4	/	/	/	-7
O=C(CCCSc1nc2ccccc2s1)NCc1ccco1	12	1	3	0.4	1.1	-4	-3	8
Cc1cc(C(=O)N/N=C\c2cc(C(C)(C)C)c(O)c(C(C)(C)C)c2)n[nH]1	-1	1	-6	3.5	1.7	14	-5	11
CCOc1ccc(C(=O)NCCc2ccc3c(c2)OCCO3)cc1	8	0	2	0.2	1	11	3	7
Cc1onc(-c2ccccc2Cl)c1C(=O)N1CCCCC1C(=O)O (stereo not given)	1	5	-1	-2.8	1.2	1	-3	-9
O=C(Nc1ccc(OC(=O)c2cccs2)cc1)c1ccco1	28	1	-14	-1.5	1	9	87*	9
COc1cc2c(cc1OC)CN(C(=O)C(CCSC)NS(=O)(=O)c1ccc(C)cc1)CC2 (stereo not given)	16	3	-2	-0.3	0.84	-10	-3	-13
Cc1cccc(C(C)C)c1NC(=O)COC(=O)c1cc2ccccc2oc1=O	-157	-1	0	0.7	0.97	-4	-9	-5
O=C(Nc1cccc(F)c1)c1c(O)c2ccccc2[nH]c1=O	1	3	3	0.0	1	-3	11	-7
C/C(Cn1cnc([N+](=O)[O-])n1)=N\NC(=O)c1ccc(O)cc1O	13	0	0	-1.8	0.93	6	-19	-8
COc1ccc(N2CCc3c(C)nc4c(OC)cc(OC)cc4c32)c(OC)c1	-224	4	-1	64*	1	-1	1	-8
CCC/C(=N\NC(=O)CNC(=O)/C=C/c1ccco1)c1ccccc1	1	1	10*	-4.5	0.94	-9	9	-3
C/C(=N/NC(=O)CNC(=O)c1ccco1)c1ccco1	7	0	1	-0.9	1.1	-1	-11	-12
CC(C)Cc1nnc(NC(=O)CCC(=O)NC2CCCCCCC2)s1	6	1	0	-0.1	1	5	0	-4

Next structures follow:
SMILES	SENP8 inh	SENP1 inh	NR3A LBD binder	MPTP inh	hIAP activ	ATG4B inh	SENP6 block	PfGluPho inh
CC(C)NC(=O)COC(=O)/C=C/c1ccc(F)cc1	10	1	-11	0.4	0.9	-1	-10	25
COc1ccc(NC(=O)c2ccc(-c3ccccc3Cl)o2)cc1	6	0	0	1.5	0.84	-3	75*	65*
COC(CN(C(=O)CCl)C(C(=O)NC1CCCC(C)C1C)c1ccc(C)cc1)OC (stereo not given)	-8	-14	-2	-0.4	0.97	4	-19	3
CCOC(=O)CC(=O)Nc1ccc(C)cc1	40*	0	0	1.7	0.85	-6	0	-5
O=C(N/N=C/c1sc(=O)n(-c2ccccc2)c1Cl)c1ccccc1	-7	-12	-1	3.0	0.91	6	83*	51
Cc1cc(C(=O)CC#N)c(C)n1CC(F)(F)F	14	-3	0	-0.1	1.1	0	7	-6
Cc1ccc(C)c(N2CCN(C(=O)c3cc(S(=O)(=O)N4CCOCC4)ccc3F)CC2)c1	-5	0	-2	2.5	1.2	-12	3	14
Cc1cccc(NC(=O)Cn2c(=O)n(Cc3ccccc3)c(=O)c3c(C)c(C)sc32)c1	7	-2	9	8.6	1.1	3	-10	18
CCOC(=O)COc1ccccc1C(=O)c1cnn(-c2ccccc2)c1	15	1	1	-1.3	0.98	0	7	-3
C=CCN1C(=O)C(C)NC1=S (stereo not given)	30	-1	0	0.7	/	-8	/	-40

Profiles, looked up by structure. Order of values: SENP8 inh | SENP1 inh | NR3A LBD binder | MPTP inh | hIAP activ | ATG4B inh | SENP6 block | PfGluPho inh
CC(C)NC(=O)COC(=O)/C=C/c1ccc(F)cc1 is listed as 10 | 1 | -11 | 0.4 | 0.9 | -1 | -10 | 25
C=CCN1C(=O)C(C)NC1=S (stereo not given) is listed as 30 | -1 | 0 | 0.7 | / | -8 | / | -40
COC(CN(C(=O)CCl)C(C(=O)NC1CCCC(C)C1C)c1ccc(C)cc1)OC (stereo not given) is listed as -8 | -14 | -2 | -0.4 | 0.97 | 4 | -19 | 3

Next section.
SMILES	SENP8 inh	SENP1 inh	NR3A LBD binder	MPTP inh	hIAP activ	ATG4B inh	SENP6 block	PfGluPho inh
COc1ccccc1-c1nnc(SC(C)C(=O)N2CCOCC2)o1 (stereo not given)	3	-1	-2	0.5	0.96	2	4	-6
CC(=O)N1CCN(c2ccc(NCc3cccs3)cc2)CC1	-194	1	0	-1.5	1	-4	-8	43
O=S(=O)(NCc1ccccc1)c1ccc(S(=O)(=O)N2CCCCC2)cc1	6	0	0	2.0	1	-3	1	-6
CC(=O)NC1CCC(=O)C=C1c1ccccc1 (stereo not given)	-1	-2	1	0.4	/	2	/	4
CCOC(=O)c1ccc(Nc2nc(C(=O)OCC)nc3ccccc23)cc1	-486	1	-2	-0.3	1	1	-8	34
Cc1ccc2c(CN(C)Cc3cccc(F)c3)cc(=O)oc2c1C	6	1	3	0.0	0.74	-5	-3	4
Cc1sc(NC(=S)NC(=O)CCc2ccccc2)c(C(N)=O)c1C	-10	-3	-2	4.0	/	-7	/	15
Cc1nc(NC(=O)c2cccnc2Cl)sc1C	-10	0	-1	1.6	0.96	-10	54*	-2
COc1nnc(-c2ccc(N3CCCCC3)c(N)c2)c2ccccc12	19	11	-1	2.1	1.1	28	-11	2
O=C(O)c1ccc(Cl)c(NC(=S)NC(=O)c2cccc(COc3ccccc3)c2)c1	2	0	-8	0.2	0.87	4	9	-25
COc1ccc(S(=O)(=O)N2CCCC2CNC(=O)C(=O)NCCc2ccccc2)cc1 (stereo not given)	2	0	2	-0.9	1	-2	-18	0
COc1ccc(-c2cc(C(=O)N3CCCC3)no2)cc1	5	4	-1	-0.4	1	-1	74*	21
Cc1cc2nc(Sc3c([N+](=O)[O-])nc(C)n3Cc3ccccc3)[nH]c2cc1C	18	-2	-1	-0.1	0.83	4	5	4
Fc1ccc(N=C2NN=C(c3cc(F)ccc3F)CS2)cc1	-25	2	3	3.6	/	-12	/	19
COc1ccc(F)cc1CN1CCN(CC(=O)N2CCc3ccccc32)CC1	9	-1	0	-2.4	0.95	1	-15	16
CN(Cc1ccccc1)C(=O)CNC(=O)C12CC3CC(CC(C3)C1)C2	11	1	1	1.2	1	4	-4	-10
CN(C)S(=O)(=O)c1cccc(NC(=O)COC(=O)c2ccc3c(c2)OCO3)c1	1	4	-4	12	1	-5	-12	-22
COc1ccccc1C(=O)NCCC(=O)N1CCN(c2cccc(C(F)(F)F)c2)CC1	17	2	-1	-0.8	0.94	0	-5	-5

High-throughput results as filed in PubChem.
